# GLP-1R inv ag – acts as inverse agonist at human GLP-1 receptor; Potency, µM (top dose mostly 38.3 µM), without a hit: at the highest dose activity change, negative = inhibition, hits mostly inhibitors; HEK293 GLP-1R CRE-luciferase, luminescence, 24 h; GLP-1R form is constitutively active; 410,000 tested, 1.6% active; P43220; AID 624417; further: potency means the concentration at half of the fitted maximal effect; on the % scale 0 is the no-effect control and ±100 the full control effect; nearly all actives have a fitted effect of over 55% in size
# Target sequence (P43220 whole entry, looked up): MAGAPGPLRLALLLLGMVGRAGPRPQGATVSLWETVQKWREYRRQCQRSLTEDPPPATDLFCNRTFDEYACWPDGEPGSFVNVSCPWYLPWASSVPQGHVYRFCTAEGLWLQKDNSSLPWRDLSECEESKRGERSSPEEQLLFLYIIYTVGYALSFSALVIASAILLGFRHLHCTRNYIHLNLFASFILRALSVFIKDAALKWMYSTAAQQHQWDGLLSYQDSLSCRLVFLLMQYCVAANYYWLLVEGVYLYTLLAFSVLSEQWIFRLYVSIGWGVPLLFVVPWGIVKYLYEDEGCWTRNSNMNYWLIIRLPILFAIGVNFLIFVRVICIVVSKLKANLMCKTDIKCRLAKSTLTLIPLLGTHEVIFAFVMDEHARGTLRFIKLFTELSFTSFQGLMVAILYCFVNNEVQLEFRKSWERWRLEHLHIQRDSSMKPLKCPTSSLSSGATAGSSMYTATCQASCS
#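 Readout was luciferase luminescence, measured 12 min after detection reagent at room temperature. Beforehand, GLP-1R reporter HEK293 cells had sat 12 h, then received compounds for 24 hr at 37 deg C.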
# Akt phos inh – blocks phosphorylation of Akt. Neuro2A IGF-stimulated pAkt S473 HTRF, 20 min; hits give low values. activity change, % for hits at 50 µM. 360,000 tested, 0.32% active; in the data active means activity change below about -80%; inconclusive means mostly about -51% to -80%; further: on the % scale 0 is the no-effect control and ±100 the full control effect
#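 Neuro2A cells in DMEM with 0.5% FBS, overnight at 37 deg C, given compound at single 50 µM final, then IGF (6 nM final) for 20 min at 37 deg C. Lysed; phospho-Akt Ser473 by HTRF after 24 h, 665/615 ratio.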
# PTHR1 agonist – agonists of human PTHR1 parathyroid hormone receptor | AID 743266 | HEK293 GP2 PTHR1 cells, GloSensor cAMP luminescence, 1 h | 410,000 tested, 0.075% active | Potency, µM (series often up to 115 µM), without a hit: at the top dose activation, actives largely listed as activators | Q03431; further: potency means the concentration at half of the fitted maximal effect; nearly all actives have a fitted effect of over 55% in size; some results filed as inactive show a strong effect at the top dose; inactives centre near -15; many of its hits are not listed in these tables
# Target sequence (Q03431 whole entry, looked up): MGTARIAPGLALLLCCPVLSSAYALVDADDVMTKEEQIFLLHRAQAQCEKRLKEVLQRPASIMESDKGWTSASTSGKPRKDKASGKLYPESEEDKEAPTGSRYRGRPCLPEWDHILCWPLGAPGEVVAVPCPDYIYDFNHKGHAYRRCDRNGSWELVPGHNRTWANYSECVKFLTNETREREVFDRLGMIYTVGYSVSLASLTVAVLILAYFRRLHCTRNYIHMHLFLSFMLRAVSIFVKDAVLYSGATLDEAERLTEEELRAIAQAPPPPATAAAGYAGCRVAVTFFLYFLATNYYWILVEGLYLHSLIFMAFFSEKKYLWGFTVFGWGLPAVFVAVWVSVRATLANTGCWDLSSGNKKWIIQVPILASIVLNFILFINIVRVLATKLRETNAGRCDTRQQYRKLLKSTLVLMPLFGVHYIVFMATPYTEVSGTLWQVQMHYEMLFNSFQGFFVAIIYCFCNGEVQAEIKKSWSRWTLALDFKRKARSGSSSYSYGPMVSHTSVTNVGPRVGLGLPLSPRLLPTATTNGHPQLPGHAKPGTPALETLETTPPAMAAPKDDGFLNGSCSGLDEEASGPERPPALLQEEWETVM
#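 HEK-293-derived GP2 cells expressing PTHR1 and a GloSensor cAMP reporter, 3,000/well, plated overnight, given luciferin plus IBMX (each 0.5 mM as added) for 1 h at 37 °C, then compound for 1 h at 37 °C. Luminescence was read after 15 min at room temperature.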
# FUS suppressor – rescues growth of FUS-expressing yeast; S. cerevisiae FUS-expressing, growth rescue, OD600, 24 h; Potency, µM (highest dose often 76.6 µM), inactives show top-dose growth rescue (activation), most hits filed as activators; 390,000 tested, 0.24% active;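 further: potency means the concentration at half of the fitted maximal effect; plate controls were DMSO vehicle for no effect and reference control for full effect; nearly all actives have a fitted effect of over 55% in size; some results filed as inactive show a strong effect at the top dose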
#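 FUS-expressing yeast, raffinose-pregrown, induced in 2% galactose minimal medium at OD 0.005; compounds in a dilution series, 24hr at 30C. Growth restoration read as absorbance at 600 nm. CP55940 positive control, DMSO negative.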
# TDP43 rescue – rescues yeast growth from TDP-43 toxicity | TDP-43 expressing yeast growth rescue, BacTiter-Glo, 24 h | Potency, µM (doses to about 46.1 µM), without a hit: top-dose growth rescue (activation), usual class: activators | 410,000 tested, 1.8% active; further: potency means the concentration at half of the fitted maximal effect; % of control where 0% means no effect; nearly all actives have a fitted effect of over 50% in size
#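 Luminescence from BacTiter-Glo reports growth of TDP-43-expressing yeast after 24 hr at 30 deg C with compound. Cells were raffinose-pregrown to mid-log, then seeded in galactose medium at OD600=0.02.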
# GLP-1R agonist – agonists of human GLP-1 receptor. 380,000 tested, 0.007% active. AID 624172. HEK293 GLP-1R CRE-luciferase, luminescence, 4-6 h; cells express a hypersensitive GLP-1R form. Potency, µM (top dose mostly 45.6 µM), for inactives: at the top dose activation, actives largely listed as activators; further: potency means the concentration at half of the fitted maximal effect; % of control where 0% means no effect
# DRD3 antagonist – antagonists of human D3 dopamine receptor. AID 652054. 360,000 tested, 2.5% active. max response, negative = inhibition, %. D3R cells, DiscoveRx beta-arrestin luminescence, antagonist mode; hits give low values; in the data active means max response below about -50%; inconclusive means no clear call, values can overlap the other calls; further: on the % scale 0 is the no-effect control and ±100 the full control effect; mostly tested at two doses, the higher about 12 µM
#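 Cells plated overnight at 1500 cells/well, then exposed to library compounds with dopamine controls for 90 minutes at 37 degrees C. DiscoveRx reagent added for 30–60 minutes at room temperature; luminescence read, quantitative HTS format.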
# aSyn yeast inh – inhibitors of alpha-synuclein toxicity in yeast | Yeast expressing alpha-synuclein, growth rescue, BacTiter-Glo, 24 h | Potency, µM (top dose mostly 46.1 µM), without a hit: top-dose growth rescue (activation), hits mostly activators | 370,000 tested, 0.14% active | AID 652106; further: potency means the concentration at half of the fitted maximal effect; % of control where 0% means no effect; nearly all actives have a fitted effect of over 65% in size
#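 Rescue of yeast growth: cells expressing toxic alpha-synuclein, induced in galactose at OD600 0.02, incubated with compound 24 h at 30 C. ATP luminescence quantified growth; inhibitors of toxicity appear as activators.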
# Abeta yeast res – restores growth of yeast expressing A-beta42 peptide | yeast expressing A-beta42, growth rescue, OD600, 48 h; response scale: 0% DMSO, 100% iron-clioquinol control | Potency, µM (doses to about 46.1 µM), for inactives: at the top dose growth rescue, hits mostly activators | 410,000 tested, 0.063% active; further: potency means the concentration at half of the fitted maximal effect; nearly all actives have a fitted effect of over 55% in size
#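 Yeast growth medium received pinned compounds, then yeast cells expressing toxic A-beta were added; plates incubated at 30 C for 48 hr. Growth read as absorbance at 600 nm, normalized to DMSO and equimolar FeCl3 plus clioquinol controls.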
# An asterisk follows results filed as active; i = inactive; ? = inconclusive; · = no result given; [ ] = remark or other dose. Unless noted, the call rests on the fitted dose curve; in most records, active means well fitted curve in the direction sought with a large enough effect; inconclusive means small, poorly fitted or top-dose-only effect, or another doubt; inactive means no such curve, though single readings can be large; an effect the other way counts as inactive or inconclusive. This is a subset. The share of hits here may be higher or lower than overall.
SMILES,GLP-1R inv ag,Akt phos inh,PTHR1 agonist,FUS suppressor,TDP43 rescue,GLP-1R agonist,DRD3 antagonist,aSyn yeast inh,Abeta yeast res
CC(C)c1ccc(NC(=O)C2CCCN(S(=O)(=O)c3cccc4nsnc34)C2)cc1 (configuration not stated),-7%,·,-32%[inhibitor],-14%,10%,0%,·,·,-8%
Cc1cc(C)nc(NCCO)n1,4%,i,-20%,9%,-1%,2%,0,-1%,-8%
CC(=O)Nc1ccccc1C(=O)C(=O)Nc1cccc(Br)c1,-12%,i,-6%,19%,2%[9.22 µM],7%,-7,-1%,7%
CC(NC(=O)/C(=C/c1ccc2c(c1)OCO2)NC(=O)c1cccc([N+](=O)[O-])c1)C(=O)O (configuration not stated),-12%,i,18%,12%,-10%,2%,-8,-5%,0%
CSc1nc(C)c(C(=O)C[n+]2ccc(C)cc2)cc1C#N,-8%,i,i,-17%,-17%,-14%,22,-8%,1%
CCN(CC)c1ccc(S(=O)(=O)N2CCOCC2)cc1NC(=O)CNCc1ccccc1,0%,i,-72%[inhibitor],1%,5%,9%,-6,0%,-11%
Cc1cc(OCCCN2CCCC2)ccc1Cl,-19%,i,-24%,-15%,17%,-4%,?,0%,-11%
Cc1cc(OC(C)C(=O)NNC(=O)Nc2ccc(F)cc2F)cc(C)c1Cl (configuration not stated),?,i,-4%,11%,8%,3%,24,0%,3%
COc1cc2c(cc1OC)CN(C(=O)C(C)(C)C)CC2,4%,i,i,-8%,5%,10%,14,-1%,18%
CCOC(=O)c1noc2ncn(CC(=O)Nc3ccc(OC)c(Cl)c3)c(=O)c12,18%,·,i,-2%,1%,-2%,·,-5%,-14%
COc1ccc(-c2nc3cc(C)ccn3c2NC(=O)c2ccccc2OC)cc1,0%,i,-21%,22%,-4%,13%,28,-4%,7%
Cc1nc(SCC(=O)N2CCC(C(N)=O)CC2)n[nH]1,-3%,i,-2%[57.5 µM],-1%,-3%,-9%,-5,-1%,23%
CCc1ccc(C(=O)NC2=NC(c3ccccc3F)CC(=O)N2)cc1 (configuration not stated),0%,·,8%,-11%,19%,·,·,·,2%
O=C(OCC(=O)N1CCCc2ccccc21)c1ccccc1[N+](=O)[O-],-20%,i,-22%,·,35µM*,-1%,-1,6%,4%
CC(=O)NC(c1cccc(F)c1)c1nc(-c2cccs2)cs1 (configuration not stated),-10%,i,1%,14%,18%,3%,-14,-2%,-10%
COC(=O)CN1C(C(=O)c2ccccc2)=C(OC(=O)c2ccccc2)c2ccccc2S1(=O)=O,?,·,-21%,?,9%,·,·,·,-3%
COC(=O)Nc1c(-c2ccccc2)nc2ccccn12,3%,i,i,20%,-1%,2%,-24,1%,-1%
Nc1nn(S(=O)(=O)c2ccccc2)cc1-c1ccc([N+](=O)[O-])cc1,-1%,i,-33%[inhibitor],·,-6%,10%,8,-5%,10%
C/C(=N\NC(=O)C1COc2ccccc2O1)c1ccccn1 (configuration not stated),?,i,i,·,24%,-8%,?,13%,?
O=C(Nc1ccccc1N1CCOCC1)c1ccc2ccccc2n1,?,i,-20%,13%,13µM*,12%,-17,9%,-11%
CCOC(=O)c1ccc(C(=S)N2CCCC2)cc1,-4%,i,-19%,8%,8%,11%,-4,-1%,-6%
COc1ccc(/C(N)=N/OC(=O)C2CCC(=O)N2S(=O)(=O)c2ccc(C)cc2)cc1 (configuration not stated),-3%,i,i,12%,14%,-3%,-1,6%,3%
Nc1nonc1-c1nc2ccccc2n1Cc1c(Cl)cccc1Cl,5%,·,i,5%,14%,·,·,·,-8%
O=C1CC2(CCCCC2)Oc2ccccc21,10%,i,i,-22%,18%,9%,31,-9%,5%
CCN1CCCC1Cn1cnc2c([nH]c3ccc(OC)cc32)c1=O (configuration not stated),45%,i,i,13%,-15%,16%,0,-8%,-6%
CC1(C)Cc2c(C#N)c(OCC(=O)c3ccc(Cl)cc3)nc(-c3ccco3)c2CO1,4%,i,-6%,2%,3%,2%,0,0%,3%
COc1ccc(NS(=O)(=O)c2ccc(-c3ccccn3)s2)cc1,-26%,i,-37%[inhibitor],3%,-7%,7%,-19,-6%,6%
Cc1ccc(C)c(CN2C(=O)C3(c4ccccc42)N(c2ccc(Cl)cc2)C(=O)CS3(=O)=O)c1 (configuration not stated),6%,·,i,2%,18%,7%,·,-1%,-7%
O=C(OCCCN1CCCC1)C1(c2ccccc2)CCCC1,-17%,i,-6%[57.5 µM],18%,20%,-7%,-54*,4%,16%
Cc1cc(=O)n2cccc(O)c2n1,?,i,-4%,-2%,7%,2%,-21,-1%,2%

# Structures above printed as active in DRD3 antagonist:
Structure | GLP-1R inv ag | Akt phos inh | PTHR1 agonist | FUS suppressor | GLP-1R agonist | DRD3 antagonist
O=C(OCCCN1CCCC1)C1(c2ccccc2)CCCC1 | -17% | i | -6%[57.5 µM] | 18% | -7% | -54*

# Back to the main list, starting 2 compounds before the break.
SMILES,GLP-1R inv ag,Akt phos inh,PTHR1 agonist,FUS suppressor,TDP43 rescue,GLP-1R agonist,DRD3 antagonist,aSyn yeast inh,Abeta yeast res
O=C(OCCCN1CCCC1)C1(c2ccccc2)CCCC1,-17%,i,-6%[57.5 µM],18%,20%,-7%,-54*,4%,16%
Cc1cc(=O)n2cccc(O)c2n1,?,i,-4%,-2%,7%,2%,-21,-1%,2%
O=C(N/N=C/c1ccncc1)/C(=C/c1ccccc1)NC(=O)c1ccccc1,6%,i,-13%[57.5 µM],14%,-2%,-14%,-9,-6%,8%
CCOC(=O)NC(=O)CSc1nnc(C2CC2)n1Cc1ccco1,-14%,i,i,1%,-23%[0.397 µM],10%,17,-5%,-16%
COc1cc(CNCc2ccccn2)ccc1OCC(=O)NC(C)(C)C,14%,i,i,·,-3%,-4%,-12,0%,-8%
C[C@]12c3[nH]c4ccc(Cl)cc4c3CCN1C(=O)[C@@H](CC(=O)NCCC1=CCCCC1)C[C@@H]2C(=O)N1CCCCC1,3%,i,i,-12%,21%,-4%,3,-9%,2%
CCc1ccc(C2CC(=O)N(c3cccc(F)c3)C3=C2C(=O)OC3)cc1 (configuration not stated),0%,i,-21%,-5%,3%,3%,-16,4%,-5%
CC(C)C(=O)N1CCCC1(C)C(=O)Nc1ccc(-n2cccc2)cc1 (configuration not stated),6%,i,i,-17%,22%,-6%,4,-5%,1%
CCOc1ccc(CCNC(=O)c2nnn(CC(=O)Nc3ccc(OC)c(OC)c3)c2N)cc1OCC,160%[activator],i,i,?,-8%,-3%,73,-3%,7%
COc1ccccc1-n1c(SC)nc(O)cc1=O,-12%,i,-14%,?,13%,2%,-4,-1%,-16%
Cc1cc(C(O)c2ncc(-c3cccc4ccccc34)[nH]2)ccc1F (configuration not stated),?,i,i,-10%,19%,-3%,-29,2%,-9%
COc1ccc(S(=O)(=O)NC(C)C(=O)NCc2ccncc2)cc1Cl (configuration not stated),5%,i,i,?,-11%,10%,-4,-3%,6%
CCC(=O)c1cn([C@@H](CCC(OC)OC)CC(=O)OC(C)(C)C)cc1CC,1%,i,i,18%,10%,14%,3,0%,6%
O=C1CSC2(C(=O)N(Cc3c(F)cccc3Cl)c3ccccc32)N1c1ccc(F)c(F)c1 (configuration not stated),-22%,·,-25%,15%,?,3%,·,-9%,-22%
Cc1cc(C)n(-c2ccc(C)c(Cl)c2)n1,28%,i,i,·,7%,-1%,2,-10%,-17%
Cc1ccc(N(C(=O)c2csnn2)C(C(=O)NC2CCCCC2)c2ccncc2)c(C)c1 (configuration not stated),5%,i,29%,6%,-1%,2%,-6,1%,-16%
Cn1c(=O)cc(SCC(=O)NCCN2CCN(c3ccccc3F)CC2)c2cc(Cl)ccc21,2%,i,0%,27%,-15%,7%,-63*,-9%,0%

# Single records, from the list above. Values in the order: GLP-1R inv ag, Akt phos inh, PTHR1 agonist, FUS suppressor, TDP43 rescue, GLP-1R agonist, DRD3 antagonist, aSyn yeast inh, Abeta yeast res
# COc1ccc(NS(=O)(=O)c2ccc(-c3ccccn3)s2)cc1 across the screens: -26%, i, -37%[inhibitor], 3%, -7%, 7%, -19, -6%, 6%
# COc1ccc(/C(N)=N/OC(=O)C2CCC(=O)N2S(=O)(=O)c2ccc(C)cc2)cc1 (configuration not stated) across the screens: -3%, i, i, 12%, 14%, -3%, -1, 6%, 3%

# Next entries:
SMILES,GLP-1R inv ag,Akt phos inh,PTHR1 agonist,FUS suppressor,TDP43 rescue,GLP-1R agonist,DRD3 antagonist,aSyn yeast inh,Abeta yeast res
CCCCc1nc2cc(Cl)ccc2o1,-7%,i,18%,?,-1%,-5%,7,-1%,0%
O=C(Nc1c(C(=O)O)[nH]c2ccccc12)c1cccc(C(F)(F)F)c1,-9%,i,-11%,5%,-19%,-1%,2,6%,-6%
COc1ccc(-c2csc(C(NC(C)=O)c3ccc(F)c(F)c3)n2)cn1 (configuration not stated),19%,i,-2%,-8%,35µM*,12%,-8,12%,18%
O=C(NCc1cccc(Cl)c1)NC(=O)c1csc([N+](=O)[O-])c1,7%,i,i,5%,1%,1%,-6,-2%,-7%
Cc1ccc2c(CN3CCCCC3)cc(=O)oc2c1C,-23%,i,i,0%,16%,7%,-1,-1%,3%
COc1ccc(N/C=C2\CCOC2=O)cc1,5%,i,-22%[57.5 µM],?,-3%,7%,-23,-3%,3%
CC1(C)NC(=O)N(CC(=O)N2CCN(c3cccc(Cl)c3)CC2)C1=O,-7%,i,-3%,-13%,0%,-3%,11,-8%,2%
Oc1[nH]c2ccccc2c1N=Nc1nncc2ccccc12,85%[activator],i,-22%,24%,2%,2%,-9,1%,9%
O=S1(=O)CC(N2CCCCC2)CN1Cc1cn(Cc2ccc(Cl)cc2)nn1 (configuration not stated),-5%,i,-22%,-11%,0%,3%,19,4%,9%
O=S(=O)(NCc1csc(-c2ccccc2)n1)c1ccc(Cl)s1,?,i,-8%,-5%,?,10%,-27,?,-35%[inhibitor]

# Source: PubChem (National Center for Advancing Translational Sciences (NCATS))
